Compound activity from PubChem BioAssay.
TEAD-YAP block: TEAD-YAP interaction inhibition | HEK-TIYL cells, TEAD-Gal4/YAP UAS-luciferase luminescence | inhibition, % at 9.12 µM | actives 1.4% (n = 640,000) | AID 1259422; in the data active means inhibition above about 32%;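 further: 0% = median of test compound wells and 100% = reference inhibitor wells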
GPR151 ag: activates the human receptor GPR151 | PathHunter beta-arrestin GPR151 cells, luminescence | activation, % at 11.2 µM | actives 1% (n = 650,000) | AID 1508602; in the data active means activation above about 4.9%;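 further: 0% = median of compound wells and 100% = cells with positive control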
Target sequence (Q8TDV0 whole entry, looked up): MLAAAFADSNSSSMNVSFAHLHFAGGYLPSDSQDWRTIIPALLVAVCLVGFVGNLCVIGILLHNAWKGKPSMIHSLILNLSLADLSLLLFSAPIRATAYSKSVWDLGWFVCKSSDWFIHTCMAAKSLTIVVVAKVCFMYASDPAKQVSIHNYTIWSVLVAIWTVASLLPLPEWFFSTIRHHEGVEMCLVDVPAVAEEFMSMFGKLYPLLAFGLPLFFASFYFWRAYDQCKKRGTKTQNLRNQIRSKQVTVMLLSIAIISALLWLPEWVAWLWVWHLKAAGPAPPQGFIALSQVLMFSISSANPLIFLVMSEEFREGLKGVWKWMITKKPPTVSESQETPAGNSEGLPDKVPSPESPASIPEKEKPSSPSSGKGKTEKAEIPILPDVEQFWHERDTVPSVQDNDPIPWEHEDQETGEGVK
MITF inh: blocks human microphthalmia-associated transcription factor; O75030; inhibition, % at 2.6 µM; AlphaScreen MITF homodimerization, bead proximity signal; actives 0.91% (n = 650,000); in the data active means inhibition above about 50%;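 further: 0% = vehicle wells with protein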
Target sequence (O75030 whole entry, looked up): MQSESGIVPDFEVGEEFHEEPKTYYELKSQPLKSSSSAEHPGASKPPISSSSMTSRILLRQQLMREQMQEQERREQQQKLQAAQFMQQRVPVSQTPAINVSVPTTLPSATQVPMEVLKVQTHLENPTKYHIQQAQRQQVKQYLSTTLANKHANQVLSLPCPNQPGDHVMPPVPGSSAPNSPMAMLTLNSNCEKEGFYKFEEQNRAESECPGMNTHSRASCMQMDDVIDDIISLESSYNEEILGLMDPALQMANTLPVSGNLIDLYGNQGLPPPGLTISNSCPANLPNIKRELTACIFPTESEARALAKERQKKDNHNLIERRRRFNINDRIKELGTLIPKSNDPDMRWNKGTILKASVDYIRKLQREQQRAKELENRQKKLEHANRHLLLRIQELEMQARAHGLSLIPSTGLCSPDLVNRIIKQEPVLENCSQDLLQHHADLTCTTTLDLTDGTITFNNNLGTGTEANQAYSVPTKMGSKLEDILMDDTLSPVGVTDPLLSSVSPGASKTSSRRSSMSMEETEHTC
FBW7 activator: activators of human E3 ligase FBW7; AID 1259310; normalized activity (activation), % at 26.1 µM; Q969H0; actives 0.13% (n = 650,000); AlphaScreen FBW7–phospho-cyclin E peptide binding, activator screen; in the data active means normalized activity above about 1.9%;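 further: purified mutant Fbw7 with reduced substrate affinity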
* marks the source's active call; other numbers are inactive results.

Every second line gives: FBW7 activator | GPR151 ag | TEAD-YAP block | MITF inh
1. Cc1ccn2c(-c3csc(Nc4ccc(N)cc4)n3)c(C)nc2c1
    -0.5 | -0.3 | 25.2 | 3.9
2. O=C(CCCCn1c(=O)[nH]c2ccccc2c1=O)NCCCN1CCOCC1
    0.1 | 4.3 | 0.5 | -5.2
3. O=C(COc1ccccc1)Nc1ccccc1Sc1ncnc2sc3c(c12)CCCC3
    -0.1 | 0.5 | 9.6 | -6.1
4. Cc1ccc(-n2c3c(cc(C(=O)Nc4cccc(Cl)c4)c2=O)C(=O)CCC3)cc1
    0.2 | -0.4 | 4.4 | 11.7
5. COc1cccc(C2NC(=O)NC(C)=C2C(=O)OCCOc2ccccc2)c1OC (stereo not given)
    -0.1 | 0.7 | -3.6 | -4.6
6. COc1ccc(CNC(=O)c2cnc3scc(C(C)(C)C)n3c2=O)cc1
    -0.1 | 1.7 | -3.1 | 8.7
7. CC(C)(C)c1ccc(OCCNC(=O)c2cccc3ccccc23)cc1
    0.2 | 0.8 | -4.8 | 15.9
8. Nc1ncnc(Nc2ccc([N+](=O)[O-])cc2)c1[N+](=O)[O-]
    0.3 | -0.9 | 1.1 | 11.8
9. CCOC(=O)N1CCN(CCC(=O)Nc2ccc(F)c(F)c2)CC1
    -0.1 | -0.4 | -6.2 | -0.1
10. COc1ccc(C2=C(c3ccc(OC)cc3)C3C(=O)C2C2C(=O)N(c4cccc5ccccc45)C(=O)C32)cc1 (stereo not given)
    -0.2 | 1.7 | 0.5 | 2.4
11. COc1ccc(NC(=O)c2cnc(N3CCN(c4ncccn4)CC3)c3ccccc23)cc1OC
    0.0 | 5.3* | 49.7* | 63.3*
12. COCCCNC(=O)CN(c1cc(C)ccc1C)S(C)(=O)=O
    0.0 | 4.0 | 6.4 | -4.0
13. COc1cc(SC)ccc1C(=O)Nc1ccc(Cl)cn1
    -0.1 | -1.9 | 21.5 | -7.3
14. COc1cccc(C(NC(=O)N2CCOCC2)c2nccn2C)c1OC (stereo not given)
    0.1 | 0.3 | -0.6 | 1.2
15. O=C(O)C1CCCCC1C(=O)NC1=NCCS1 (stereo not given)
    0.0 | -0.9 | 3.5 | -4.8
16. CCN1c2ncccc2C(=O)NC12CCN(C(=O)c1c(C)noc1C)CC2
    0.0 | 0.2 | -3.6 | -3.7
17. O=C(Nc1cccc(Cl)c1)C1CC(=O)N(Cc2ccc3c(c2)OCO3)C(=Nc2ccccc2)S1 (stereo not given)
    0.0 | 0.2 | 0.3 | 9.9
18. N#C/C(=C1/CCCCCN1)c1nnc2n1CCCCC2
    0.6 | -0.6 | 2.3 | -7.6
19. c1ccc(-c2nc(-c3ccccc3)c(-c3cccs3)[nH]2)cc1
    0.0 | -0.2 | 9.2 | 16.9
20. CCCS(=O)(=O)c1c(S(=O)(=O)CCC)c2c(C)cccn2c1C(=O)OC
    0.1 | 0.1 | -1.6 | -13.8
21. Cc1ccc2c(c1)nnn2C1CCN(CC(=O)Nc2ccccc2)CC1
    -0.1 | 0.3 | 6.2 | -3.7
22. C/C(=N\NC(=O)c1cc(C(C)(C)C)[nH]n1)c1ccc(Br)cc1
    1.1 | 0.1 | -5.3 | 2.7
23. CCOc1ccc(CN2CCNC(=O)C2CC(=O)NCCOC)cc1 (stereo not given)
    -0.1 | -0.3 | -7.7 | -7.8
24. COc1ccc(/C=C2/N=C(C3CCCCC3)OC2=O)cc1
    0.6 | -0.8 | -3.6 | 27.0
25. CCC1(CCC(=O)NC2Cc3ccccc3C2)CCC(=O)N1 (stereo not given)
    -0.1 | 1.9 | 12.0 | -2.1
26. Cc1cc(C)n(CCN2CCN(C(=O)c3ccccc3Br)CC2)n1
    -0.2 | -0.1 | 6.0 | -1.4
27. CNC(=O)c1c(NC(=O)Cc2ccccc2)sc2c1CCCC2
    -0.1 | 0.5 | 7.1 | -4.6
28. O=C(N/N=C/c1ccc([N+](=O)[O-])cc1)c1ccc(NC(=O)c2ccccc2)cc1
    0.0 | -0.8 | -48.8 | 7.2
29. NS(=O)(=O)c1ccc(CNC(=O)/C=C/c2cccc(Cl)c2)cc1
    0.0 | 2.4 | 2.3 | 0.1
30. CCOC(=O)c1c(C)oc2cc(Br)c(OCc3ccc([N+](=O)[O-])cc3)cc12
    0.2 | 0.5 | -14.8 | -9.0
31. c1csc(Cn2nnnc2CN2CCC(c3nc4ccccc4s3)CC2)c1
    1.1 | -0.5 | -12.1 | 9.7
32. Cc1ccc2cc(CN(Cc3ccco3)C(=O)C3CC3)c3nnnn3c2c1
    1.4 | 0.0 | 7.4 | 5.4
33. COc1ccc(C(=O)Nc2cccc(C(F)(F)F)c2)cc1Cl
    0.1 | 0.0 | -7.3 | 12.1
34. COc1ccc2cc(CN(Cc3cccnc3)C(=O)c3ccccc3)c(=O)[nH]c2c1
    0.0 | -0.1 | 4.9 | 0.6
35. CC(C)C[C@@H]1NC(=O)[C@H]2CN(C(=O)OCc3ccccc3)CCN2C1=O
    0.9 | -0.4 | 8.6 | 12.4
36. O=C(NCc1nc(-c2ccncc2)n[nH]1)C1COc2ccccc2O1 (stereo not given)
    -0.2 | -0.6 | -7.1 | 0.4
37. COCCC(=O)NC(C)c1nnc2n1CCN(Cc1cc3c(cc1Cl)OCO3)CC2 (stereo not given)
    0.0 | 1.5 | -0.7 | 4.4
38. Cc1sc2ncn(C(C)C(=O)OC(C)C)c(=O)c2c1-c1ccc(F)cc1 (stereo not given)
    0.3 | -0.6 | -20.8 | -10.0
39. CC(C)(C)CC(=O)Nc1cc(-c2cccs2)nn1-c1nc(-c2ccccc2)cc(=O)[nH]1
    -0.4 | 2.5 | -3.8 | 7.4
40. Cc1ccc(-n2c(SCC(=O)N3CCCC3)nnc2-c2ccncc2)c(C)c1
    0.1 | -1.4 | 3.2 | 19.9
41. CCCNS(=O)(=O)c1c(C)cc(C)cc1C
    0.1 | 3.3 | -4.9 | -1.8
42. c1cc2[nH]ncc2cc1NC1CCCNC1 (stereo not given)
    -0.8 | 0.3 | 22.4 | 18.7
43. Cc1cccc2nc3c(c(=O)n12)CN(C(=O)c1cccc(C(F)(F)F)c1)CC3
    0.1 | -1.1 | 0.5 | 3.6
44. CCOC(=O)CNc1c(NC2CCCCC2)c(=O)c1=O
    0.0 | 0.0 | 0.8 | 6.2
45. COc1ccccc1C(=O)NC(=S)Nc1ccccc1F
    0.1 | 0.2 | 29.0 | 4.8
46. COC(=O)c1c(N2C(N)=C(C#N)C(c3ccc(OC)cc3)C3=C2CC(C)(C)CC3=O)sc2c1CCCCC2 (stereo not given)
    -0.3 | 0.3 | 5.1 | 4.1
47. Cc1cccc(N(C(=O)Nc2ccccc2C)C2=NCCC2)c1
    -0.1 | -0.5 | 3.1 | 2.9
48. O=C(CCC1(Cc2ccco2)CCC(=O)N1)NCc1nc2ccc(F)cc2[nH]1 (stereo not given)
    -0.1 | 0.4 | 9.0 | 3.9
49. CCC(c1nnnn1C1CCCCC1)N1CCN(C(=O)c2ccco2)CC1 (stereo not given)
    0.0 | 1.2 | -4.2 | 6.4
50. COc1ccccc1C(=O)Oc1ccc2c(=O)c(Oc3cc(C)ccc3C)coc2c1
    0.1 | 1.7 | 3.8 | -5.0
51. CCCN(CCC)CC(O)COc1ccc2c(c1)OCO2 (stereo not given)
    0.4 | 1.4 | -4.0 | -5.1
52. COc1cccc2cc(C(=O)Nc3sc4c(c3C#N)CCCC4)c(=O)oc12
    0.3 | -1.1 | 1.0 | 9.7
53. O=C(c1ccc(Cl)cc1)C1CCCN(C2CCN(Cc3ccccn3)CC2)C1 (stereo not given)
    -0.1 | -2.4 | 3.8 | 1.9
54. COc1ccc(/C=C(/C#N)C(=O)Nc2cc(C)ccc2C)cc1C(=O)O
    0.2 | 0.0 | 3.3 | 6.9
55. CCN1CCN(C(c2ccc(F)cc2)c2nnnn2CCOC)CC1 (stereo not given)
    0.2 | 3.7 | -2.0 | -6.8
56. CCN1C(C)=C(C)S/C1=C1\SC(=S)N(NC(C)=O)C1=O
    0.2 | -0.5 | 3.6 | -5.2
57. COc1ccc(/C=N/Nc2nnc(Cc3ccc(OC)c(OC)c3)c(=O)[nH]2)cc1
    0.0 | -0.4 | 5.0 | 29.6
58. COc1cccc(NC(=O)C(NC(=O)C2CCCCC2)C(C)C)c1 (stereo not given)
    0.0 | 0.0 | -19.8 | -5.3
59. CCN(CC)c1ccc(/C=C2/C(=O)NC(=O)N(Cc3ccc(F)cc3)C2=O)cc1
    -0.8 | 10.7* | 6.4 | 2.8
60. CN(C)c1ccc(-c2cnc3c(NCc4ccco4)nccn23)cc1
    -0.2 | 0.9 | -2.4 | -14.0

(next part)
Every second line gives: FBW7 activator | GPR151 ag | TEAD-YAP block | MITF inh
61. CCOc1ccc(-c2cc(C)n3nc(C(=O)Nc4ccccc4C(F)(F)F)cc3n2)cc1
    -0.1 | -1.1 | -29.9 | -4.2
62. Cc1ccc(N=c2c([N+](=O)[O-])nn(-c3cccc(Cl)c3)n2O)cc1F
    -0.2 | 1.0 | 7.4 | 11.4
63. COc1ccccc1/C=C/C1=NC(=C\c2cccc(Cl)c2)/C(=O)O1
    0.0 | 0.7 | -2.9 | 3.0
64. Cc1ccc(N2CCCS2(=O)=O)cc1NC(=O)c1ccc(C(C)(C)C)cc1
    -0.2 | -1.4 | -22.4 | -11.3
65. CCCC(=O)Nc1nn2c(-c3cccs3)nnc2s1
    -0.1 | 1.9 | 1.7 | -4.8
66. COc1ccc(C(=O)Nc2nc3ccc4sc(C)nc4c3s2)cc1
    0.1 | -0.5 | -30.6 | -3.9
67. O=S(=O)(N/N=C/c1ccc(-c2ccccc2)cc1)c1ccccc1
    0.1 | -0.7 | 1.3 | 0.8
68. CCC1(C)OC(=O)N2CCc3c(C)[nH]c4cccc(c34)C21C (stereo not given)
    0.1 | 1.9 | 2.3 | 4.2
69. CC(C(=O)O)N1C(=O)c2cc(Cl)c(Cl)cc2C1=O (stereo not given)
    0.2 | 1.6 | -6.6 | 21.0
70. CCCNC(=O)c1csc(Nc2ccnn2C)n1
    0.4 | -1.0 | -6.6 | -1.9
71. Cc1cccc(N2C(=O)S/C(=C\c3ccc(OCC(=O)O)cc3)C2=O)c1
    -0.2 | 2.6 | -5.9 | -3.4
72. O=[N+]([O-])c1ccc(Cc2nnc(-c3ccc(Cl)cc3)o2)cc1
    -0.4 | -0.6 | 7.1 | 24.0
73. O=C(N/N=C/c1ccc(Cl)cc1)c1ccccn1
    -0.4 | -0.7 | -35.1 | 8.8
74. COc1cc(/C=C2/C(=O)N(c3ccc(Br)cc3)N=C2C)cc(I)c1O
    -1.2 | 0.9 | 3.4 | 8.3
75. COCCCNC(=O)CSC1=Nc2ccccc2C2=NC(Cc3ccccc3)C(=O)N12 (stereo not given)
    0.0 | -0.2 | -9.9 | -9.1
76. O=C(CCc1nnc(COc2ccccc2)o1)NCc1ccccc1
    -0.1 | 0.6 | -17.9 | 7.5
77. CC(C)(C)C1CCc2c(sc(NC(=O)c3nn4c(C(F)(F)F)cc(-c5ccc(Br)o5)nc4c3Br)c2C#N)C1 (stereo not given)
    0.3 | -1.1 | -12.0 | 0.0
78. CCCn1ncc(CN2CCN(Cc3cccc(OC)c3)C(CCO)C2)c1C (stereo not given)
    0.1 | -0.5 | -2.2 | 4.7
79. COC(CNC(=O)c1c[nH]c2ccc(S(=O)(=O)N(C)c3ccc(C(C)C)cc3)cc2c1=O)OC
    -0.1 | 0.5 | -3.2 | -0.7
80. O=C(CCCc1c[nH]c2ccccc12)NCCN1CCOCC1
    -0.1 | 1.0 | -1.1 | -1.4

Of the compounds above, 4 have a COOH group:
Every second line gives: FBW7 activator | GPR151 ag | TEAD-YAP block | MITF inh
15. O=C(O)C1CCCCC1C(=O)NC1=NCCS1 (stereo not given)
    0.0 | -0.9 | 3.5 | -4.8
54. COc1ccc(/C=C(/C#N)C(=O)Nc2cc(C)ccc2C)cc1C(=O)O
    0.2 | 0.0 | 3.3 | 6.9
69. CC(C(=O)O)N1C(=O)c2cc(Cl)c(Cl)cc2C1=O (stereo not given)
    0.2 | 1.6 | -6.6 | 21.0
71. Cc1cccc(N2C(=O)S/C(=C\c3ccc(OCC(=O)O)cc3)C2=O)c1
    -0.2 | 2.6 | -5.9 | -3.4

Next results follow:
Every second line gives: FBW7 activator | GPR151 ag | TEAD-YAP block | MITF inh
81. CC(C)CC(NC(=O)/C(=C\c1ccco1)NC(=O)c1ccco1)C(=O)O (stereo not given)
    0.0 | -0.6 | 9.4 | 4.5
82. COc1ccc(CCNc2nc(NCCCN3CCCC3=O)nc3c2ncn3CCN2CCCC2=O)cc1
    -0.1 | 0.3 | 9.2 | 2.2
83. O=C(NCCOC1=NS(=O)(=O)c2ccccc21)C(=O)Nc1ccccc1
    0.1 | -0.8 | 5.1 | 0.3
84. O=C(Nc1ccc(Br)cc1)c1nn2c(c1Cl)NC(c1ccccc1)CC2C(F)(F)F (stereo not given)
    0.0 | -1.2 | -7.5 | -11.4
85. CCCCC(=O)N(c1ccc(C)c(C)c1)C1C=CS(=O)(=O)C1 (stereo not given)
    -0.4 | 0.2 | 13.6 | 3.0
86. CSCCC(C(=O)NCc1ccccc1)N1C(=O)c2ccccc2C1=O (stereo not given)
    0.1 | 0.9 | 0.4 | 5.7
87. CC(=O)c1cccc(NC(=O)C(=O)NCc2cccnc2)c1
    -0.4 | 1.0 | -5.6 | 2.0
88. O=C(NCCc1ccc(O)cc1)c1cncc(-c2csc3ccccc23)c1
    0.0 | -0.4 | -9.4 | -3.7
89. CCOc1ccc(NC(=O)C(=O)N/N=C/c2cccs2)cc1
    0.2 | 0.1 | -18.9 | 20.1
